Screening results (PubChem)
V-ATPase pH: alters yeast V-ATPase proton transport | S. cerevisiae, pHLuorin cytosolic pH fluorescence | response, % at 10 µM | actives 0.37% (n = 350,000) | AID 504577; in the data active = response mostly above about 7.3%, no sharp cut-off; inactive = mostly below about 5.4%; also: actives read high; inactives centre near 0; some compounds called inactive have numbers as strong as hits; reference of the scale not given here
Arrestin-AP2 inh: inhibitors of human beta-arrestin and AP2 interaction; FITC-arrestin peptide / GST-AP2 beads, flow cytometry; AP2 beta2 appendage carries R879A mutation; inhibition, % at 10 µM; actives 0.31% (n = 340,000); AID 504490;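 active = inhibition above a set limit, near 3 SD of compounds lacking own fluorescence, cut at about 54% in these data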;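 also: plate controls were DMSO wells for no effect and 5 µM unlabelled arrestin peptide for full effect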
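System: GST-AP2 R879A bound to glutathione beads, E. coli-expressed. Also added: 50 nM FITC-arrestin peptide. Schedule: compound with beads 12 min RT, then probe 1 h RT. Signal: bead flow cytometry, FITC channel. Read-out basis: percent response.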
HTR5A inv ag: inverse agonist of human HTR5A in OPRM1-OPRD1 counter-screen; P47898; HTR5A cell line, luminescence, inverse agonism; inhibition, % at 9.3 µM; actives 0.083% (n = 340,000); in the data active = inhibition mostly above about 23%, no sharp cut-off; inactive = mostly below about 18%;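 also: 0% = cells with DMSO and 100% = no-cell wells with DMSO; some compounds called inactive have numbers as strong as hits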
Target sequence (P47898 whole entry, looked up): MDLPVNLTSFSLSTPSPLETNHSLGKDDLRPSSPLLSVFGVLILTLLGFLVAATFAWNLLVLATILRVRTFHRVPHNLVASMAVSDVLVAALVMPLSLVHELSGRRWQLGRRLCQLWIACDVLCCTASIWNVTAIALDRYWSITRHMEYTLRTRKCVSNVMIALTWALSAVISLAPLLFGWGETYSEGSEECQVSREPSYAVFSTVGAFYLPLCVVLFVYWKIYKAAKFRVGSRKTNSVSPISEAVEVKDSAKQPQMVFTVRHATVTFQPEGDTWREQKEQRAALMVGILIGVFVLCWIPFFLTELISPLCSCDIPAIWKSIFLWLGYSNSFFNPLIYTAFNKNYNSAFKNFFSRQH
DSG3 Ab inh: inhibitors of pemphigus antibody binding to human desmoglein-3; DSG3-coupled beads, scFv-anti-DSG3-GFP binding, flow cytometry; stronger effect = lower value; binding (percent of control), % at 10 µM; actives 0.48% (n = 310,000);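 active = binding more than 3 SD below its plate's average and above zero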;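 also: hits lower antibody fragment binding to DSG3; some compounds called inactive have numbers as strong as hits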
MOR-DOR inv ag: inverse agonist of human OPRM1-OPRD1 heterodimerization. P35372+P41143. cell-based MOR-DOR heterodimer luminescence, inverse agonism. inhibition, % at 9.3 µM. actives 0.21% (n = 340,000). AID 504357; in the data active = inhibition above about 22%, passing the limit was not always enough;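 also: 0% = cells with DMSO and 100% = wells without cells with DMSO; values of inactives mirror those of a sister screen read the other way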
PKA-R1A activ: activators of PKA-R1A complex | P00514+P68181 | activation, % at 11.4 µM | actives 0.083% (n = 340,000) | PKA-R1A dissociation, Cy5-IP20 fluorescence polarization; scaled: DMSO 0%, 113 µM cGMP 100% | AID 504707;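 active = percent activation above the mean of all tested compounds plus 3 SD, cut at about 19% in these data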;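 also: higher means more PKAc released from R1A so a rise in polarization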
PKA-R2B activ: activates the human PKA-R2B holoenzyme complex. PKA-R2B holoenzyme dissociation, Cy5-IP20 fluorescence polarization; R2B truncated from residue 108, S112A mutant; 0% DMSO only, 100% 113 µM cGMP. activation, % at 11.4 µM. actives 0.079% (n = 340,000);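 active = activation above a cutoff set at the mean over all compounds plus 3 SD, cut at about 18% in these data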;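 also: higher means more holoenzyme dissociation and a rise in polarization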
HTR5A ag ctr: HTR5A agonism, opioid heterodimer counter-screen. P47898. HTR5A agonist assay, luminescence, cell-based. activation, % at 9.3 µM. actives 0.61% (n = 340,000). AID 504692; in the data active = activation mostly above about 9.5%, no sharp cut-off; inactive = mostly below about 7.6%;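 also: 0% = cells with vehicle only and 100% = reference agonist; strong numbers were not always called active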
DAGLB inhibitor: blocks human DAGLB lipase activity. actives 0.059% (n = 340,000). inhibition, % at 5.17 µM. HEK293T DAGLB membrane lysate, EnzChek fluorogenic substrate; in the data active = inhibition above about 34%;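 also: 0% = enzyme with vehicle and 100% = wells lacking enzyme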
Target sequence (Q8NCG7 whole entry, looked up): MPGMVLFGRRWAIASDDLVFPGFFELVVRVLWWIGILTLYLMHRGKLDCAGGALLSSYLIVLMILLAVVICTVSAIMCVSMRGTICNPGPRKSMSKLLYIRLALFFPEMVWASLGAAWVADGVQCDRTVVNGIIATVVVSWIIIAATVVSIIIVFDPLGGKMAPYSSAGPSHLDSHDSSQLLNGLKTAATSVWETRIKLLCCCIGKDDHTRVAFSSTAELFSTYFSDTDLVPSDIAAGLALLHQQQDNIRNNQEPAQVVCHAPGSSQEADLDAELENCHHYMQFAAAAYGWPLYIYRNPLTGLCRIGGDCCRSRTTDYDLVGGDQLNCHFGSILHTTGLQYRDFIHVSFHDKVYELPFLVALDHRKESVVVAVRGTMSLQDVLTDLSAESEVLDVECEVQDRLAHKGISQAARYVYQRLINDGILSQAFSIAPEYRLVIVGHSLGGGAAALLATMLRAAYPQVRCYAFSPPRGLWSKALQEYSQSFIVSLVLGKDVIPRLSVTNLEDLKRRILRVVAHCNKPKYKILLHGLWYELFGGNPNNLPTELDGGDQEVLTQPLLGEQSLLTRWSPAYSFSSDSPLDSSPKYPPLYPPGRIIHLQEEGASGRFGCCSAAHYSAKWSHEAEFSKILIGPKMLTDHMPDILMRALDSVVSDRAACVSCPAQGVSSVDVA
MOR-DOR ag: agonists of human mu-delta opioid receptor heterodimerization. cells, OPRM1-OPRD1 heterodimerization, luminescence. P35372+P41143. activation, % at 9.3 µM. actives 0.3% (n = 340,000); in the data active = activation above about 18%;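 also: 0% = vehicle-treated cells and 100% = reference agonist; values of inactives mirror those of a sister screen read the other way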
Starred values were filed as active, the others as inactive; . = no result given. Random draw from the library. About 2.4% of those tested had a hit in this group.

SMILES	V-ATPase pH	Arrestin-AP2 inh	HTR5A inv ag	DSG3 Ab inh	MOR-DOR inv ag	PKA-R1A activ	PKA-R2B activ	HTR5A ag ctr	DAGLB inhibitor	MOR-DOR ag
O=C(COc1cccc2cccnc12)NNC(=O)Nc1ccccc1	-4	-1	-12	104	9	-8	8	4	2	-1.7
CCCN(CC(=O)Nc1ccccc1OC)C(=O)c1ccc2[nH]c3c(c2c1)CC(C)CC3 (configuration not stated)	2	0	-20	96	3	5	1	12	-10	-0.8
O=C(COC(=O)C1=COCCO1)Nc1ccccc1	3	9	-4	101	12	4	3	2	-1	-2.3
O=[N+]([O-])c1ccc(CSc2ncnc3c2ncn3[C@@H]2O[C@H](CO)[C@@H](O)[C@H]2O)cc1	0	0	11	110	4	-9	-3	2	-1	-0.8
CC(=O)Nc1cccc(OCc2ccc([N+](=O)[O-])cc2)c1	0	.	.	100	.	6	-2	.	-8	.
Cc1ccc(CN(Cc2ccco2)C(=S)Nc2ccccc2C)cc1	4	15	-14	109	-17	-5	2	5	-7	3.3
Cc1ccc(NC(=S)Nc2ccc(OC(F)F)c(Cl)c2)cc1F	0	-2	22	90	-8	2	1	5	-3	1.6
CC(=O)N1CCN(C(=O)COc2ccc(Br)cc2)CC1	2	16	-6	108	7	-5	1	-6	2	-1.2
O=C(COC(=O)c1ccc([N+](=O)[O-])s1)NCc1ccccc1	-2	2	-28	96	-23	1	1	10	-1	3.8
CCC(CC)C1=NN2C(=N)/C(=C/c3ccc(OC(=O)c4ccco4)cc3)C(=O)N=C2S1	1	-1	-7	99	10	-6	-10	2	9	-1.9
O=C(NCc1nnc(SCC(=O)N2CCCC2)o1)c1cccc(C(F)(F)F)c1	-2	-3	12	104	2	-1	-3	-5	-3	-0.6
Cc1cc(C)n(-c2nnc(C)n2NC(=O)c2cccc(Cl)c2)n1	4	26	-11	.	7	-7	-2	5	0	-1.4
O=C(NC12CC3CC(CC(C3)C1)C2)C1CCCN1C(=O)Nc1ccccc1 (configuration not stated)	-2	28	-8	99	-10	-7	6	3	0	1.2
CCN1C(=O)C(=O)N(CC(=O)N2CCC(C)Sc3ccccc32)C1=O (configuration not stated)	2	-5	21	113	8	17	1	-9	-1	-1.9
O=C(NCc1cc(C(F)(F)F)cc(C(F)(F)F)c1)C1CC(c2cccc(F)c2)=NO1 (configuration not stated)	-1	-5	-39	108	-4	-5	2	1	-1	0.7
O=C(/C=C/Nc1ccc(F)c(F)c1)c1cccs1	1	0	13	134	2	-7	0	-4	-3	-0.4
O=C(CCCn1c(=S)[nH]c2ccsc2c1=O)NC1CCCCC1	2	-11	12	105	10	-5	-5	-1	1	-1.8
Cn1c(=O)[nH]c(=O)c2c1nc(OC(=O)c1ccccc1)n2CC(O)COc1ccc(F)cc1 (configuration not stated)	-11	-3	-14	95	-22	9	9	0	4	4.1
CC(C)C[C@H](NC(=O)Nc1cccc(C(F)(F)F)c1)C(=O)O	-1	-8	-21	118	4	3	1	2	1	-0.7
S=c1[nH]c2ccccc2c2ccccc12	0	2	-15	85	8	-1	-2	4	0	-1.5
OCC[C@H]1C[C@@H](O)[C@H](O)[C@@]2(Cc3ccccc3CO2)O1	0	7	-7	110	9	9	-2	3	0	-1.5
COC/C=C/C1=CC2=CC(=O)C(C)(OC(=O)c3cnc4ccccc4n3)C(=O)C2=CN1CCCOC(C)C (configuration not stated)	0	14	-45	102	-9	-1	4	18*	4	1.6
Cc1ccc(NC(=O)N2C3CCCC2CC(NC(=O)C2CC2)C3)cc1 (configuration not stated)	-1	14	-15	.	11	2	-3	-5	-5	-1.8
CNCc1ccccc1OCC(=O)Nc1ccccc1	-4	18	-46	109	-23	1	5	3	2	4.2
CCCC(=O)NC(=S)Nc1ccccc1OC	-3	5	2	107	7	7	-5	2	-4	-1.2
FC(F)(F)c1nc2ncc(Cl)cc2[nH]1	4	1	12	122	10	-2	9	0	4	-1.8
O=C(O)c1nnn(-c2ccc(F)cc2F)c1-c1ccccc1	1	20	-8	93	16	-3	-7	2	2	-3.6
S=C(Nc1cccc2ccccc12)N1CCN(c2ncccn2)CC1	3	-9	-12	101	-3	-14	3	-3	-2	0.6
C=C1CCC[C@]2(C)C[C@H]3OC(=O)C(CNC(C)CC)[C@H]3CC12 (some centres not stated)	1	10	-2	99	-2	-10	-13	0	-4	0.3
CCC(CC)C(=O)Nc1cccc(/C(C)=N\NC(=O)c2ccc(C)s2)c1	1	22	0	101	10	3	-8	0	0	-1.9
CC1(c2ccccc2)O[C@@H]2C[C@H]3[C@@H]4CCC5=CC(=O)C=C[C@]5(C)[C@@]4(F)[C@@H](O)C[C@]3(C)[C@]2(C(=O)CO)O1 (some centres not stated)	1	-15	-4	100	1	-12	-5	1	0	-0.2
Cc1ccc(NC(=O)C2CCC(=O)N2)cc1C (configuration not stated)	-4	3	-37	109	18	-3	-3	-1	-6	-3.1
CCOC(=O)C1=C(c2ccccc2)Nc2ncnn2C1c1ccccn1 (configuration not stated)	3	0	-4	102	19	1	-2	4	-1	-3.1
O=C(COc1ccccc1)NC1CCSc2ccccc21 (configuration not stated)	-5	6	-15	97	-15	4	1	1	-4	2.7
Cc1ccc(S(=O)(=O)Nc2ccc(F)c(S(=O)(=O)N3CCOCC3)c2)cc1	1	3	9	88	4	8	4	-2	-2	-0.8
Cc1ccccc1CSCCNS(C)(=O)=O	0	37	26	99	3	5	-6	1	-1	-0.5
O=C(Nc1ccc(N2CCCCC2)cc1)c1ccc(F)cc1	-4	17	-14	110	-5	-12	-3	6	-5	1.1
Cc1ccc(CSc2nc(-c3ccccc3)c(C#N)c(=O)[nH]2)cc1	-1	19	4	105	3	-2	-7	-1	14	-0.6
CCCCN(C(=O)c1cccc(S(=O)(=O)N(C)c2ccc(C)cc2)c1)c1c(N)n(CCCC)c(=O)[nH]c1=O	-4	-1	-13	105	-7	0	6	5	0	1.1
O=C(CCc1ccc(S(=O)(=O)N2CCOCC2)cc1)Oc1ccccc1	-5	37	-2	100	13	-7	1	1	-3	-2.3
CCc1nnc(NS(=O)(=O)c2ccc(Nc3ccc([N+](=O)[O-])c4nonc34)cc2)s1	-1	12	31*	99	36*	-4	-13	-11	36*	-6.5
Cc1c(C(=O)OC(C)C)sc(NC(=O)C2CCCO2)c1C(=O)OC(C)C (configuration not stated)	0	2	8	103	13	4	7	2	-5	-2.4
Cc1cc2nc(CCN3CCOCC3)n(S(=O)(=O)c3ccc(C(C)(C)C)cc3)c2cc1C	-2	4	-5	101	-7	4	-16	2	-2	1.1
O=C1C2CC=C(Cl)CC2C(=O)N1CCN1CCOCC1 (configuration not stated)	1	7	15	96	13	1	-10	0	0	-2.8
CC(NC(=O)/C(C#N)=C/c1ccc(OCC(=O)O)cc1)c1ccccc1 (configuration not stated)	-2	-11	10	118	9	-5	3	-3	0	-1.7
CCOC(=O)c1nc(N2CCN(C(=O)OCC)CC2)c2c3c(sc2n1)CCCC3	0	-13	-16	124	7	-3	-9	6	-5	-1.6
CCOc1cc(/C=C/C(=O)O)ccc1OCc1ccccc1	2	1	7	104	3	2	-7	-3	-2	-0.7
Cc1ccc(S(=O)(=O)N2CCOC2CNC(=O)C(=O)NCc2cccnc2)cc1 (configuration not stated)	-3	1	-21	112	11	0	-7	1	-4	-2.0
O=C1OC(C(=O)NCc2ccccc2)Cc2ccccc21 (configuration not stated)	0	-24	-7	102	9	-4	-2	5	-1	-1.9
CNCc1cc(C)n(-c2cc(S(=O)(=O)N3CCOCC3)ccc2N2CCCC2)c1C	-1	.	.	100	.	9	12	.	1	.
Additional entries follow.
SMILES	V-ATPase pH	Arrestin-AP2 inh	HTR5A inv ag	DSG3 Ab inh	MOR-DOR inv ag	PKA-R1A activ	PKA-R2B activ	HTR5A ag ctr	DAGLB inhibitor	MOR-DOR ag
Cc1nc(N2CCOCC2)c2c(C)c(C(=O)Nc3ccccc3C(F)(F)F)sc2n1	2	-7	-2	104	0	-7	-4	1	-3	0.0
Cc1ccc(Sc2c([N+](=O)[O-])ncn2C)cc1	-1	33	-1	94	5	9	-1	-5	-4	-1.1
CN(C)S(=O)(=O)n1cc(/C=C(\NC(=O)c2ccccc2)C(=O)N2CCCCC2)c2ccccc21	.	.	.	93	.	12	-9	.	3	.
COC(=O)COc1ccc(S(=O)(=O)NCCC2=CCCCC2)cc1C	0	8	9	100	14	1	-1	1	-2	-2.6
CC(C)C(C)NC(=O)CN1C(=O)NC(c2ccccc2)(c2ccccc2)C1=O (configuration not stated)	-5	-11	8	.	12	15	-6	2	4	-1.9
Cc1cccc(N=C2NC(=O)C(CO)(CO)S2)c1	2	-2	4	96	12	-8	4	-1	-3	-2.6
COc1ccc(OC)c(S(=O)(=O)NCc2ccccc2)c1	-2	35	-1	101	15	-7	1	0	-2	-3.1
Cc1ccccc1C(=O)NC1CC2CCCC(C1)N2Cc1ccccc1Cl (configuration not stated)	1	.	.	107	.	4	3	.	-7	.
CCOc1ccccc1N1CCN(C(=O)NCc2ccc(C)cc2)CC1	5	5	6	101	-7	13	-2	-2	9	1.3
COc1ccc(-c2ccnc(-c3ccncc3)n2)cc1	0	6	-28	102	8	-3	-11	3	-16	-1.6

Some entries already given, limited to DSG3 Ab inh and V-ATPase pH:
compound,DSG3 Ab inh,V-ATPase pH
COc1ccc(-c2ccnc(-c3ccncc3)n2)cc1,102,0
Cc1nc(N2CCOCC2)c2c(C)c(C(=O)Nc3ccccc3C(F)(F)F)sc2n1,104,2
Cc1ccc(Sc2c([N+](=O)[O-])ncn2C)cc1,94,-1
CC(C)C(C)NC(=O)CN1C(=O)NC(c2ccccc2)(c2ccccc2)C1=O (configuration not stated),.,-5

(continued)
SMILES	V-ATPase pH	Arrestin-AP2 inh	HTR5A inv ag	DSG3 Ab inh	MOR-DOR inv ag	PKA-R1A activ	PKA-R2B activ	HTR5A ag ctr	DAGLB inhibitor	MOR-DOR ag
COc1ccc(-c2cnc3c(c2)C(=O)N([C@H](C)CO)C[C@@H](C)[C@H](CN(C)Cc2ccccc2)O3)cc1	-3	.	.	111	.	-7	6	.	-1	.
CCN1C[C@@H]2[C@@H]3C(=O)N(Cc4ccccc4)C(=O)[C@@H]3[C@](Cc3ccccc3)(C(=O)OC)N2C1=NC1CCCCC1	0	5	-3	112	1	-7	0	1	0	0.0
COc1ccc(N2CCN(S(=O)(=O)c3c(C)nc4sccn4c3=O)CC2)cc1	0	10	6	94	4	-11	-2	-2	-1	-0.7
CC(NC(=O)CSCc1ccccc1Br)c1ccccc1 (configuration not stated)	-1	3	21	102	14	-6	1	-8	-7	-2.2
O=C(Nc1ccccc1C(F)(F)F)c1cccnc1	-1	-4	-7	104	4	1	-9	-2	-1	-0.7
COc1cccc(CN(C)C(=O)c2cc(S(=O)(=O)NCc3ccccc3)ccc2C)c1OC	-1	-9	12	101	-3	-17	-11	2	2	0.5
COc1cc2cnc(-c3ccccc3)c(-c3ccc(C#N)cc3)c2cc1OC	-4	-2	5	94	9	1	0	13	1	-1.7
